Compound activity (PubChem)
AddAB inh: growth inhibition of E. coli expressing H. pylori AddAB, primary screen, AddAB inhibitor project, absorbance | inhibition, % at 11.9 µM | 330,000 tested, 0.29% active | AID 435030, 2010; in the data active means inhibition above about 12%;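 further: 0% = vehicle wells of infected cells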
HTR5A ag: HTR5A agonists in luminescence cell assay, primary screen, counter-screen for OPRM1-OPRD1 heterodimer agonist project, full-deck HTS; 5-hydroxytryptamine receptor 5A (Homo sapiens), P47898; cell-based; activation, % at 9.3 µM; 340,000 tested, 0.61% active; in the data active means activation mostly above about 9.5%, no sharp cut-off; inactive means mostly below about 7.6%;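 further: 0% = cells with vehicle only and 100% = reference agonist; strong numbers were not always called active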
Target sequence (P47898 whole entry, looked up): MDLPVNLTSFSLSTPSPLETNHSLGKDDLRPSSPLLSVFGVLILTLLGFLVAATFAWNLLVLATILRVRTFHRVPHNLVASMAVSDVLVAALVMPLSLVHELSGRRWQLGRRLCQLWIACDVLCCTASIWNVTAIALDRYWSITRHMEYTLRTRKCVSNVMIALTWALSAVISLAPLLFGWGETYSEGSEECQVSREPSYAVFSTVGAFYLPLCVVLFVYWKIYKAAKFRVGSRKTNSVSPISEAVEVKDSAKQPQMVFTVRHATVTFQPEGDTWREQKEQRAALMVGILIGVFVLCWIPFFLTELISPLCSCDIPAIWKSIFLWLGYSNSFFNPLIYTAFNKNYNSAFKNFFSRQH
DAGLB inhibitor: DAGLB lipase inhibitors, primary screen, biochemical, fluorescence, HTS; Diacylglycerol lipase-beta (Homo sapiens), Q8NCG7; HEK293T DAGLB membrane lysate, EnzChek fluorogenic substrate; inhibition, % at 5.17 µM; 340,000 tested, 0.059% active; in the data active means inhibition above about 34%;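 further: 0% = enzyme with vehicle and 100% = wells lacking enzyme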
Target sequence (Q8NCG7 whole entry, looked up): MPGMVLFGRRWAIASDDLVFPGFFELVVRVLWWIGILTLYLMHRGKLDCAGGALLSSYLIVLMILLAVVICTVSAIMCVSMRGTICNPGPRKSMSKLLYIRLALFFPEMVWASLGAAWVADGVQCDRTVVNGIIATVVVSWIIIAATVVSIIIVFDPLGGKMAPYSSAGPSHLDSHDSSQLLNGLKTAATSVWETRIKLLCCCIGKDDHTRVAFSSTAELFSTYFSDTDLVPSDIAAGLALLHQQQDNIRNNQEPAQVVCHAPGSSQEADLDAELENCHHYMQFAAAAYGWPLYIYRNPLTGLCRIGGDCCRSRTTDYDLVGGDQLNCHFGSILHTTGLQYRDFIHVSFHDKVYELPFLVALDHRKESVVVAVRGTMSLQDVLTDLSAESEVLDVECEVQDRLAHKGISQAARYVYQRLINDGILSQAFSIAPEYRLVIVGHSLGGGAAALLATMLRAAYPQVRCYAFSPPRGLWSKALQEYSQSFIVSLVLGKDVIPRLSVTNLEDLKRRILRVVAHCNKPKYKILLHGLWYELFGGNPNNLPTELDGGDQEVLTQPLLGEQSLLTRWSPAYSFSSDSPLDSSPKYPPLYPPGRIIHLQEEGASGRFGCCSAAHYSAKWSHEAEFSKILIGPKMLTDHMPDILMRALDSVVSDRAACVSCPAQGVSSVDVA
phage Ecoli inh: growth loss of phage-infected E. coli, primary screen, RecBCD inhibitor project, absorbance, with phage, HTS. inhibition, % at 11.9 µM. 360,000 tested, 0.26% active; in the data active means inhibition above about 11%
PKA-R2B activ: activators of PKA-R2B holoenzyme, primary screen, biochemical, fluorescence polarization, Cy5-IP20, human; PKA-R2B holoenzyme dissociation; R2B truncated from residue 108, S112A mutant; 0% DMSO only, 100% 113 µM cGMP; AID 504700, 2011; activation, % at 11.4 µM; 340,000 tested, 0.079% active;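 active means activation above a cutoff set at the mean over all compounds plus 3 SD, cut at about 18% in these data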;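 further: higher means more holoenzyme dissociation and a rise in polarization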
CDK5 p35 inh: inhibitors of human CDK5/p35 kinase, primary screen, biochemical, single concentration | inhibition, % at 10 µM | 330,000 tested, 0.01% active | Recombinant CDK5/p35, ADP-Glo luminescence, 60 min;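 active means highest replicate inhibition of at least 50% and at least 75% of replicates reaching 50%; inconclusive means only one of the two criteria met; inactive means both criteria failed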;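 further: plate controls were DMSO neutral control for no effect and GW8510 at 10 µM for full effect; many of its hits are not listed in these tables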
E coli growth: E. coli V3065 growth inhibition, primary screen, counter-screen for AddAB inhibitor project, absorbance, OD600; 18 h; inhibition, % at 11.9 µM; 330,000 tested, 0.27% active; AID 449728, 2010;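 active means inhibition above the campaign's mean inhibition across all tested compounds plus 3 SD, cut at about 9.9% in these data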;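 further: uninfected addAB+ strain grown without phage in ampicillin broth; 0% = DMSO wells and 100% = ciprofloxacin 0.95 µg/ml wells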
Tat export inh: E. coli Tat export inhibitors, primary screen, MC4100, TorA-mCherry reporter, fluorescence, single point. inhibition, % at 10 µM. 340,000 tested, 0.036% active;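 active means mean replicate inhibition at least 50% and at least half of replicates individually reaching 50%; inconclusive means only one of the two criteria met; inactive means neither criterion met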;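 further: exported cargo escapes ClpAP degradation while cytoplasmic cargo is degraded and loses fluorescence; 0% = median of neutral control wells and 100% = median of NaSCN control wells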
Mot1-301 SUMO: yeast Mot1-301 growth rescue at high temperature, primary screen, SUMOylation pathway inhibitor project, S. cerevisiae, ATP luminescence, 38.5C. S. cerevisiae Mot1-301 growth rescue; percent above DMSO median, 100 means doubled. 320,000 tested, 1% active. growth rescue, % at 18.8 µM;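 active means every valid replicate shows activation above 250% relative to neutral control wells; inactive means the rest, any valid replicate at or below 250%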;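 further: OY570 slx delta 5 strain wells were the positive control but not used for scaling; some compounds called inactive have numbers as strong as hits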
HTR5A inv ag: HTR5A inverse agonists in luminescence cell assay, primary screen, counter-screen for OPRM1-OPRD1 heterodimer inverse agonist project, full-deck HTS. HTR5A cell line, inverse agonism. inhibition, % at 9.3 µM. 340,000 tested, 0.083% active. AID 504634, 2011; in the data active means inhibition mostly above about 23%, no sharp cut-off; inactive means mostly below about 18%;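 further: 0% = cells with DMSO and 100% = no-cell wells with DMSO; some compounds called inactive have numbers as strong as hits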
PKA-R1A act: activators of PKA-R1A holoenzyme, primary screen, biochemical, fluorescence polarization, Cy5-IP20, bovine R1A, mouse PKAc; PKA-R1A dissociation; scaled: DMSO 0%, 113 µM cGMP 100%; cAMP-dependent protein kinase type I-alpha regulatory subunit (Bos taurus) + …; 340,000 tested, 0.083% active; activation, % at 11.4 µM; AID 504707, 2011;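 active means percent activation above the mean of all tested compounds plus 3 SD, cut at about 19% in these data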;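 further: higher means more PKAc released from R1A so a rise in polarization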
An asterisk follows results filed as active; ? = inconclusive; / = no result given.

Order of results: AddAB inh, HTR5A ag, DAGLB inhibitor, phage Ecoli inh, PKA-R2B activ, CDK5 p35 inh, E coli growth, Tat export inh, Mot1-301 SUMO, HTR5A inv ag, PKA-R1A act
- CC1(C)Cc2c(C#N)c(NCCc3ccccc3)nc(-c3ccco3)c2CO1
 : 1.1, -0.8, -1.7, 3.0, 6.2, 0.5, 1.4, -0.5, -5.5, 1.8, -5.2
- O=C(O)CS(=O)(=O)c1ccc(C(F)(F)F)cn1
 : -0.6, 1.0, -1.5, 3.0, 0.7, -0.4, 1.1, -0.9, 541.7, -2.7, -10.9
- CN1OC[C@@H]2CN(S(=O)(=O)c3ccccc3)[C@H](c3cccc(Br)c3)C[C@@H]21
 : /, -1.0, -1.9, 1.4, 3.1, -1.2, /, 4.1, /, 3.4, -0.9
- COc1ccc(Nc2ccc(C(=O)O)cc2[N+](=O)[O-])cc1
 : 2.7, -3.3, 4.2, 3.1, 2.9, -2.5, 1.8, -8.0, 84.7, 8.8, -1.4
- O=C(CNC(=O)c1ccc(Cl)c([N+](=O)[O-])c1)OC1CCCCC1=O (stereo not given)
 : 4.5, 5.0, -0.9, -0.5, -9.4, 1.4, 1.4, -13.8, -16.6, -2.0, -4.0
- COc1ccc(C(=O)N(C)C2CCCN(Cc3ccccc3F)C2)cc1OC (stereo not given)
 : 1.5, -0.8, 0.2, 4.1, 9.6, 0.0, 0.1, 3.5, 4.5, 3.1, 0.8
- COc1ccc(CCN2C(=O)c3ccncc3C2=O)cc1OC
 : 2.2, -2.1, 0.6, 0.0, 10.0, 0.3, 0.7, 3.4, 0.9, 4.7, -4.4
- CC(NC(=O)C1CCN(S(=O)(=O)c2ccccc2)CC1)c1ccccc1 (stereo not given)
 : 0.2, 3.7, -0.1, -0.2, -0.2, 0.4, -0.8, 1.4, -2.4, -6.8, -5.5
- O=C(c1ccccc1)N1CCN(Cc2ccc3c(c2)OCO3)CC1
 : -1.7, -1.7, 1.0, 2.7, -11.2, -2.5, -1.0, 11.4, 26.0, 6.7, 2.4
- CCOC(=O)N1CCc2c(sc(NC(=O)CCS(=O)(=O)c3ccccc3)c2C(N)=O)C1
 : -3.8, 4.2, 2.7, 1.3, -2.9, 0.1, -0.7, 3.9, -10.2, -10.1, 5.8
- Cc1ccc(C)c(NC(=O)CCC(=O)NNC(=O)COc2cc(C)ccc2C)c1
 : -0.3, 4.3, 2.9, 2.0, -8.2, 0.4, 3.5, -1.7, 134.2, -5.9, -1.2
- Cc1ccc(NC(=O)c2ccc(Oc3ncccn3)cc2)cc1
 : 1.4, 1.3, -2.1, -1.3, -6.3, 2.3, 2.5, ?, -17.4, -10.3, -1.7
- O=C(CCCCn1c(=O)[nH]c2ccccc2c1=O)N1CCN(c2cccc(C(F)(F)F)c2)CC1
 : 3.1, 5.0, -1.2, -0.1, -8.1, 1.3, -0.8, 0.4, -9.1, -13.4, 1.1
- CCN(CC(=O)Nc1c(F)cccc1F)C(=O)CSCc1c(C)noc1C
 : -1.5, -2.6, -0.7, 1.4, -17.3, 0.3, -4.2, 2.0, /, 6.9, -12.3
- O=C(c1cccc(Br)c1)N1CCN(S(=O)(=O)N2CCCCC2)CC1
 : 3.6, -2.4, -2.2, 2.4, 7.4, 0.5, -1.7, -1.6, /, 21.4, 3.1
- CCc1ccc(CNC(=O)C(=O)NCC2CCCO2)cc1 (stereo not given)
 : -1.0, 2.0, -1.9, -0.5, 1.1, 1.4, -2.9, -0.4, 42.2, -5.5, -12.4
- Cc1cccc(N2C(=O)CC(N3CCN(c4ccccc4)CC3)C2=O)c1 (stereo not given)
 : 0.8, -2.1, -2.3, 2.5, -1.3, -6.7, -2.0, -0.5, -3.9, 3.9, 5.4
- Cc1nc2sc3c(c2c(=O)[nH]1)CCC3
 : 1.7, -0.7, 0.4, 3.3, -1.4, 0.9, -0.1, -0.5, -9.4, -11.4, -9.5
- COc1ccccc1OCCNC(=O)c1cc([N+](=O)[O-])cc([N+](=O)[O-])c1
 : 0.0, 4.4, -0.2, 4.3, -4.8, 0.1, 1.9, -0.9, -5.3, 10.9, -17.1
- COc1ccc(N2CCN(C(CNC(C)=O)c3ccc4c(c3)OCO4)CC2)cc1 (stereo not given)
 : 2.5, 2.9, 0.4, -1.4, -11.0, 1.2, 0.9, -8.7, -14.9, 11.6, -6.1

Overlap with the part before: two entries; new compounds follow.
Order of results: AddAB inh, HTR5A ag, DAGLB inhibitor, phage Ecoli inh, PKA-R2B activ, CDK5 p35 inh, E coli growth, Tat export inh, Mot1-301 SUMO, HTR5A inv ag, PKA-R1A act
- COc1ccccc1OCCNC(=O)c1cc([N+](=O)[O-])cc([N+](=O)[O-])c1
 : 0.0, 4.4, -0.2, 4.3, -4.8, 0.1, 1.9, -0.9, -5.3, 10.9, -17.1
- COc1ccc(N2CCN(C(CNC(C)=O)c3ccc4c(c3)OCO4)CC2)cc1 (stereo not given)
 : 2.5, 2.9, 0.4, -1.4, -11.0, 1.2, 0.9, -8.7, -14.9, 11.6, -6.1
- O=C(NCc1ccc(Cl)cc1Cl)C1CC(=O)N(Cc2ccccc2)C1 (stereo not given)
 : 0.4, 0.5, -0.4, 1.2, 7.1, -0.3, -2.6, 3.9, /, 33.0, 11.0
- CCSC1=NC(=O)/C(=C2/C=Cc3ccccc3N2CC)S1
 : -0.7, -1.6, 36.5*, 1.5, 4.4, -2.3, -1.7, 2.4, -24.8, 2.0, -10.0
- COc1cccc(-c2sc3ccc(OC)cc3c2-c2ccc(OCCN3CCCC3)cc2)c1
 : -1.7, 7.4, -0.7, /, -1.0, -1.7, -2.3, 14.7, /, -26.7, 0.0
- Cc1ccccc1NC(=O)Oc1cccc(OC(=O)c2ccccc2)c1
 : -0.9, -0.8, -2.9, 1.5, -7.5, -1.1, -2.9, 6.9, 2.6, 2.8, -9.1
- Cn1c2ccccc2c2ncn(CCCN3CCOCC3)c(=O)c21
 : 3.0, 0.2, -1.3, 3.5, -1.2, /, -0.5, 3.9, 3.4, -0.2, -0.8
- CC1CCCN(CCCN2C(=O)C3C(C(=O)Nc4ccc(Cl)cc4)C4C=CC3(O4)C2C(=O)NC2CCCCC2)C1 (stereo not given)
 : 1.7, 4.8, -1.0, 3.1, -7.4, 0.6, -1.3, -1.0, 14.0, -12.7, 0.2
- COc1cccc(NS(=O)(=O)NC(=O)c2c[nH]c3ccccc23)c1
 : 5.6, -1.3, 1.3, 2.6, 3.6, -0.4, 0.3, 1.7, 38.7, 5.2, 0.2
- O=C(NC1CCCCC1)c1ccccc1NC(=S)NC(=O)C1CC1
 : 3.3, 1.1, 1.0, 4.6, -4.2, -0.6, 0.5, -3.5, 3.6, 16.0, -3.7
- Cn1ncc2c(Nc3ccc(Cl)c(Cl)c3)ncnc21
 : 1.5, 0.4, -1.0, 2.1, -0.3, -0.9, -1.0, 1.3, 6.6, -20.9, -13.2
- CN1CCC(OC(=O)c2ccco2)CC1
 : -0.5, -0.5, -0.5, 0.5, 2.3, -1.7, -0.1, -4.8, /, 1.3, -2.8
- COc1ccccc1N1CCN(S(=O)(=O)c2ccc3c4c(cccc24)C(=O)N3)CC1
 : 0.6, 2.9, -1.3, 2.4, -6.6, -10.0, -3.4, 5.9, 9.8, 1.4, -12.7
- O=C(Nc1ccc2c(c1)OCO2)c1ccc(Cl)cc1Cl
 : 1.0, -1.8, 1.8, 4.6, -15.0, 2.3, 2.3, -5.6, -3.6, -0.6, -1.1
- O=C(Nc1ccc(-c2nc3ccccc3o2)cc1)c1ccc(N2CCOCC2)c([N+](=O)[O-])c1
 : 1.1, 0.0, 1.8, 3.7, 0.8, 0.5, -1.8, -5.2, 16.4, -1.9, 0.0
- CCO/N=C(/C)c1c(O)cc(-c2ccccc2)n(-c2ccccc2)c1=O
 : 0.6, -0.6, 0.7, 0.2, 8.7, 1.0, -0.2, -3.9, -14.6, 5.4, -4.9
- Cc1ccccc1N(C(=O)c1snc(C(N)=O)c1N)C(C(=O)NCc1ccccc1)c1ccc(O)cc1 (stereo not given)
 : 1.5, 1.2, 1.4, 1.5, 1.5, -3.9, -1.8, 7.4, -1.9, -3.7, -4.1
- Clc1ccc(-c2n[nH]c3c2CCC3)cc1Cl
 : -3.6, 1.2, 0.5, -0.9, 0.6, 0.1, -0.1, 9.7, 3.6, 7.2, 4.1
- Cc1cc(/C=C2\SC(=S)N(C)C2=O)c(C)n1-c1ccc(O)cc1
 : 0.3, 6.7, -17.7, 0.8, -6.4, 0.3, 2.8, 0.7, 32.3, 0.3, -5.6
- CN(CC(=O)NCCN1CCOCC1)S(=O)(=O)c1ccc(F)cc1
 : 2.2, 5.4, -0.7, 0.8, -4.9, -0.1, -3.2, -12.0, 369.9, 2.5, 3.8
- C[C@H](CO)N1C[C@H](C)[C@@H](CN(C)Cc2ccccc2)Oc2c(NS(=O)(=O)c3ccc(F)cc3)cccc2C1=O
 : 3.4, 2.7, 1.3, 1.5, 11.5, 0.0, 1.4, -0.5, -14.7, -13.0, -17.2
- N[C@@H](Cc1ccccc1)C(=O)N1CCOCC1
 : 1.1, 3.7, 0.3, 1.4, -3.6, -1.4, 0.5, 2.7, -5.3, -11.0, -9.5
- CC(C)CCSc1nnc(Cn2c(=O)sc3ccccc32)n1C
 : 4.7, -4.2, -1.4, 1.4, -5.9, 0.6, 0.9, 1.0, 863.0, 11.5, 6.0
- CCN(CC(=O)Nc1ccccc1C(F)(F)F)C(=O)/C=C/c1ccc(Cl)c([N+](=O)[O-])c1
 : 1.5, -2.5, 0.1, 1.9, -3.1, 0.3, 0.8, -4.9, 137.9, 2.7, -5.2
- O=C(c1cc(-c2ccccc2)nc2ccccc12)N1CCN(C2CCS(=O)(=O)C2)CC1 (stereo not given)
 : -0.4, 1.2, 1.7, 2.8, -1.1, -1.2, 1.1, -4.1, -2.7, -4.4, 1.2
